Screening data (PubChem)
p53null 32C kill = qHTS Screen for Compounds that Selectively Target Cancer Cells with p53 Mutations: Cytotoxicity of p53 Null Cells at the Permissive Temperature; H1299-neo p53 null cells, ATP luminescence, 24 h, 32C; Potency, µM (top dose mostly 46.1 µM), for inactives: top-dose activity change, negative = cytotoxicity, most hits filed as cytotoxic; hit rate 0.62% among 55,000;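 further: potency means the concentration at half of the fitted maximal effect; 0% = DMSO only and -100% = full killing by 100 µM tamoxifen; nearly all actives have a fitted effect of over 55% in size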
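We seeded p53-null H1299-neo cells, incubated them overnight at 37C, and added compounds across a range up to 46 uM. After 24 hours at 32C, ATP reagent was applied for 20 min at room temperature and luminescence recorded.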
FH mod = Identification of activators of human fumarate hydratase by quantitative high-throughput screening. FH coupled MDH/diaphorase resazurin fluorescence, 15 min. Potency, µM (series often up to 79.9 µM), without a hit: at the highest dose activity change, negative = inhibition, actives largely listed as inhibitors. hit rate 0.22% among 54,000; further: potency means the concentration at half of the fitted maximal effect; on the % scale 0 is the no-effect control and ±100 the full control effect; the screen sought activators but most active calls are inhibition curves; nearly all actives have a fitted effect of over 45% in size
B2AR arrestin ag = qHTS assay of beta-arrestin-biased ligands of beta2-adrenergic receptor: NCGC Sytravon Library Screen. Beta-2 adrenergic receptor (Homo sapiens), P07550. HTLA Tango cells, beta-arrestin recruitment, luciferase luminescence, 18 h. Potency, µM (doses to about 46.1 µM), for the others: top-dose activation, hits mostly activators. 44,000 tested, under 10 active;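 further: potency means the concentration at half of the fitted maximal effect; 0% = DMSO and full agonism = EC100 isoproterenol or metaproterenol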
Target sequence (P07550 whole entry, looked up): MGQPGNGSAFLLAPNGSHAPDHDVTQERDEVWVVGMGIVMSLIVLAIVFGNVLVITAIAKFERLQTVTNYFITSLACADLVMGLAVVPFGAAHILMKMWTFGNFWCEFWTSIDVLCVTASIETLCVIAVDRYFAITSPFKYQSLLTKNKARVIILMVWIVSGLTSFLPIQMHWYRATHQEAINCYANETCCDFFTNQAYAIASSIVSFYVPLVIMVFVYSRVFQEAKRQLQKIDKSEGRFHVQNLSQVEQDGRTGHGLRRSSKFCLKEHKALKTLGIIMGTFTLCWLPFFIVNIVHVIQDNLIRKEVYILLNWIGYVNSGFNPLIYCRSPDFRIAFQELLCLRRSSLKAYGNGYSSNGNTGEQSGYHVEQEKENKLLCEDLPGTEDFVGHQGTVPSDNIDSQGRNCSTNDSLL
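Tango cell line, 1% FBS DMEM; cpd titration up to 46 microM; 18 hr, 37 degrees C, 5% CO2. Luciferin/ATP substrate mix added, 15 min RT, luminescence. %Activity, CRC fitting, curve-class categorization.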
p53null 39C kill = qHTS Screen for Compounds that Selectively Target Cancer Cells with p53 Mutations: Cytotoxicity of p53 Null Cells at the Nonpermissive Temperature; H1299 p53-null (neo) cells, 39C, ATPlite viability, 24 h; Potency, µM (series often up to 46.1 µM), without a hit: at the highest dose activity, negative = cell killing, usual class: cytotoxic; hit rate 0.97% among 55,000;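 further: potency means the concentration at half of the fitted maximal effect; 0% = DMSO only and -100% = full killing by 100 µM tamoxifen; nearly all actives have a fitted effect of over 50% in size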
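H1299 lung cancer cells, p53-null (H1299-neo) or expressing p53 A138V (H1299-p53A138V), were plated overnight at 37C, then exposed to compounds at up to 46 uM for 24 hr at 39C. Viability was read by ATP-based luminescence.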
TSG101-PTAP inh = qHTS Validation Assay for Inhibitors of HIV-1 Budding by Blocking the Interaction of PTAP/TSG101: Sytravon Library Screen; Fluorescence polarization, FITC-PTAP peptide/Tsg101, 20 min; Potency, µM (series often up to 115 µM), for inactives: top-dose activity change, negative = inhibition, most hits filed as inhibitors; 44,000 tested, under 10 active; further: potency means the concentration at half of the fitted maximal effect; 0% is about no effect
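qHTS FP binding, 20 min r.t.: 10 uM Tsg101 domain + 50 nM FITC-PTAP peptide, pH 7.5 HEPES buffer with TCEP and EDTA.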
NTMT1 inh = Primary qHTS for Inhibitors of N-terminal methyltransferase 1 (NTMT1): MTaseGlo Assay | NTMT1 MTase-Glo SAH luminescence, purified enzyme | Potency, µM (doses to about 114 µM), inactives show at the top dose activity change, negative = inhibition, usual class: inhibitors | hit rate 2.5% among 59,000 | AID 1645870, 2021;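 further: potency means the concentration at half of the fitted maximal effect; plate controls were DMSO vehicle for no effect and no enzyme for full effect; nearly all actives have a fitted effect of over 65% in size; many of its hits are not listed in these tables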
Target sequence (Q9BV86 whole entry, looked up): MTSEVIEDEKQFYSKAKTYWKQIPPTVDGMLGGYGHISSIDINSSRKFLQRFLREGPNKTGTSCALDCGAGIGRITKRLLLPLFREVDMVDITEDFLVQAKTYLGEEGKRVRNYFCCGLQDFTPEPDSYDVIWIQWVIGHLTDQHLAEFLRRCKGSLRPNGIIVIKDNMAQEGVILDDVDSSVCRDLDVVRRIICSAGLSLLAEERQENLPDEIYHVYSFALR
GALK inh = qHTS Assay for Inhibitors of Human Galactokinase (GALK): NCGC Sytravon Library Screen; recombinant GALK, Kinase-Glo ATP luminescence, 1 h; Potency, µM (top dose mostly 57.5 µM), for the others: at the top dose activity, negative = inhibition, most hits filed as inhibitors; 44,000 tested, under 10 active; AID 1347072, 2019;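 further: plate controls were full GALK reaction for no effect and reaction lacking GALK for full effect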
Target sequence (P51570 whole entry, looked up): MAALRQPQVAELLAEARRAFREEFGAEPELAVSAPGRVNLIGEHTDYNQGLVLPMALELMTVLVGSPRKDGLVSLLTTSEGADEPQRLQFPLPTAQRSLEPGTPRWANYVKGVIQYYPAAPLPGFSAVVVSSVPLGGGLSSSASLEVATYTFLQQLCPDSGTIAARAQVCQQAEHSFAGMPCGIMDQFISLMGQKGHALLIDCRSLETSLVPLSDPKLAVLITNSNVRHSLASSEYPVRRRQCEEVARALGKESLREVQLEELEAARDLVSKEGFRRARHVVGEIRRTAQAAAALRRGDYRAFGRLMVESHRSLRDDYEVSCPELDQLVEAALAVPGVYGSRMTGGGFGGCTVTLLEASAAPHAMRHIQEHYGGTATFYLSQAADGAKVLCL
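Reactions with and without enzyme served as controls. GALK at 5 nM phosphorylates 100 uM galactose using 35 uM ATP (HEPES pH 8.0, Mg2+) for 1 h at RT, with luminescence read 10 min after adding Kinase-Glo Plus.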
* hit, by the source's call; ? = inconclusive; [ ] = remark or other dose. The call rests on the fitted dose curve; in most records, active means well fitted curve in the direction sought with a large enough effect; inconclusive means small, poorly fitted or top-dose-only effect, or another doubt; inactive means no such curve, though single readings can be large; an effect the other way counts as inactive or inconclusive.

SMILES | p53null 32C kill | FH mod | B2AR arrestin ag | p53null 39C kill | TSG101-PTAP inh | NTMT1 inh | GALK inh
CCOc1ccc(C(=O)Nc2ccc(C(=O)OCc3cc(=O)n4ccsc4n3)cc2)cc1 | -5% | -17% | 0% | -18% | -2% | -1% | 4%
O=c1c2oc3ccccc3c2n(Cc2ccc(Cl)cc2)c(=O)n1Cc1ccc2c(c1)OCO2 | -5% | 1% | -1% | -8% | -2% | -3% | ?
CCc1ccccc1NC(=O)C1CCN(S(=O)(=O)c2ccc3[nH]c(=O)ccc3c2)CC1 | -5% | -17% | -1% | -1% | -1% | 4% | 5%
Cc1ccccc1Cn1c(SCc2ccc(C(=O)NC3CCCCC3)cc2)nc2ccncc21 | 23% | -17% | 0% | -8% | -1% | 1% | 1%
O=C(NCCCN1CCCCC1)c1cc(Sc2ccc(Cl)cc2)nc2ccccc12 | -5% | -8% | 0% | 19% | 0% | 89µM* | -1%
CCOC(=O)CSc1nc2sc3c(c2c(=O)n1Cc1ccccc1)CCC(C(C)(C)C)C3 (stereo not drawn) | -1% | 1% | 0% | -25% | 1% | 1% | 4%
O=C(NC1CC(=O)N(c2ccc(F)cc2)C1)c1ccco1 (stereo not drawn) | 10% | -4% | -2% | 25% | -4% | 2% | 0%
O=C(CSc1nccn1Cc1ccc(F)cc1)Nc1ccc2c(c1)OCCO2 | -4% | -1% | -1% | 12% | -6% | 2% | -2%
Cc1ccc(Cl)cc1N1CCN(C(=O)c2cnn(C(C)(C)C)c2C2CCN(C(=O)OC(C)(C)C)CC2)CC1 | 23% | -20% | -1% | 27% | 2% | -8% | 1%
Cc1ccc(S(=O)(=O)c2nnn3c2nc(N2CCCC2)c2sccc23)cc1C | -3% | 8% | 1% | -2% | -10% | -7% | ?
Cc1ccccc1Nc1cc(C(=O)NC2CCC(C)CC2)c2ccccc2n1 (stereo not drawn) | -7% | -4% | 1% | 4% | 2% | 0% | 7%
CC(C)Oc1ccc(CNC(=O)C2CCCN(S(=O)(=O)c3ccc4c(ccn4C)c3)C2)cc1 (stereo not drawn) | 11% | -35% | 9% | -4% | -2% | 17% | 4%
Cc1ccc2nc(-c3cccs3)c(Nc3ccc4c(c3)OCCO4)n2c1 | 6% | -22% | 1% | ? | 0% | ? | 3%
CCc1ccc(NC(=O)CCn2nc(-c3ccccc3OC)c3c(C)cc(C)nc32)cc1 | 14% | -26% | -1% | 15% | -8% | 6% | 7%
O=C(CSc1nc2c([nH]c3ccccc32)c(=O)n1-c1ccc(F)cc1)Nc1ccc2c(c1)OCO2 | 5% | 0% | 7% | -5% | -4% | -9% | -2%
O=C(CC1N=C2c3ccccc3N=C(SCc3cccc(Cl)c3)N2C1=O)NC1CCCCC1 (stereo not drawn) | 17% | ? | 0% | 20% | -3% | 7% | -1%
COc1cccc(CNC(=O)CCn2cccn2)c1 | -1% | 4% | 0% | -15% | 0% | 3% | 1%
CCSc1ccccc1C(=O)N1CCN(c2nc3ccccc3s2)CC1 | 4% | ? | -3% | 11% | -9% | -7% | -1%
Cc1ccccc1OCC(=O)OCc1cc(=O)n2nc(C3CCCCC3)sc2n1 | 20% | -2% | 0% | -5% | -1% | 12% | 0%
COC(=O)c1cc2sc(Cl)cc2n1Cc1c(C)cc(C)cc1C | 1% | -14% | 0% | 2% | 2% | 4% | 4%
C=Cc1ccc(COc2ccc3oc(-c4ccccc4)c(C(=O)OCC)c3c2)cc1 | 2% | -10% | -2% | 3% | 0% | -4% | 4%
O=C(Oc1ccc(Cl)cc1)c1cc(-c2ccc3c(c2)OCCO3)on1 | -19% | 0% | -4% | -32% | 0% | -26% | 5%
O=C(Cn1ncn2c(cc3ccccc32)c1=O)NCc1ccc(F)cc1 | 12% | 0% | -1% | -18% | -1% | -11% | 9%
NS(=O)(=O)c1ccc(NC(=O)CCn2c(=O)oc3ccccc32)cc1 | 1% | -1% | 1% | -10% | -3% | 15% | 2%

The closing 6 entries of the section above come first, to join the parts.
SMILES | p53null 32C kill | FH mod | B2AR arrestin ag | p53null 39C kill | TSG101-PTAP inh | NTMT1 inh | GALK inh
Cc1ccccc1OCC(=O)OCc1cc(=O)n2nc(C3CCCCC3)sc2n1 | 20% | -2% | 0% | -5% | -1% | 12% | 0%
COC(=O)c1cc2sc(Cl)cc2n1Cc1c(C)cc(C)cc1C | 1% | -14% | 0% | 2% | 2% | 4% | 4%
C=Cc1ccc(COc2ccc3oc(-c4ccccc4)c(C(=O)OCC)c3c2)cc1 | 2% | -10% | -2% | 3% | 0% | -4% | 4%
O=C(Oc1ccc(Cl)cc1)c1cc(-c2ccc3c(c2)OCCO3)on1 | -19% | 0% | -4% | -32% | 0% | -26% | 5%
O=C(Cn1ncn2c(cc3ccccc32)c1=O)NCc1ccc(F)cc1 | 12% | 0% | -1% | -18% | -1% | -11% | 9%
NS(=O)(=O)c1ccc(NC(=O)CCn2c(=O)oc3ccccc32)cc1 | 1% | -1% | 1% | -10% | -3% | 15% | 2%
COc1ccc(CNC(=O)c2ccc(NC(=O)N3CC4CCCN4c4ccccc43)cc2)cc1 (stereo not drawn) | -4% | -21% | -4% | -6% | 5% | -1% | 4%
CCc1ccc(NC(=O)N(Cc2cn(CC)c3ccccc23)C2CCCCC2)cc1 | 8% | -15% | -2% | ? | -5% | 19% | 0%
O=C(NCc1ccccc1Cl)c1ccc(NC(=O)c2nsc3ccccc23)cc1 | ? | -2% | 0% | ? | 0% | ? | 1%
CC(Nc1ccc(-c2nc(-c3ccccn3)no2)cc1[N+](=O)[O-])c1ccccc1 (stereo not drawn) | -9% | -13% | -2% | -14% | 1% | -14% | 2%
CCC1CCCCN1C(=O)Cn1c(=O)n(CCCCCC(=O)NCc2ccccc2)c(=O)c2sccc21 (stereo not drawn) | 6% | -7% | 0% | -7% | 0% | -5% | 0%
CCC(=O)N1CCc2cc(Br)cc(S(=O)(=O)N3CCCC(C(=O)Nc4cc(C)ccc4OC)C3)c21 (stereo not drawn) | 6% | -17% | 0% | -6% | -2% | -15% | 5%
O=C(Nc1cc(Cl)cc(Cl)c1)c1ccc(F)c(S(=O)(=O)N2CCN(c3ccccc3F)CC2)c1 | 2% | -12% | -1% | -7% | -1% | 3% | 3%
COc1ccc(-c2c3c(nc4sc(C(=O)Nc5ccc(F)cc5)c(N)c24)CC(C)(C)CC3=O)cc1 | -1% | -19% | -2% | -13% | -5% | 7% | -13%
Cc1ccc2c(c1)-c1onc(C(=O)N(C)c3cccc(C(F)(F)F)c3)c1CO2 | 10% | -12% | 0% | 34%[activator] | 0% | 2% | 4%
Cc1ccc2occ(CC(=O)Nc3ccc(S(N)(=O)=O)cc3)c2c1 | -6% | 1% | 0% | -8% | -2% | 1% | 4%
COc1ccc(NS(=O)(=O)c2nnc(NC(=O)c3ccccc3F)s2)cc1 | 7% | ? | 0% | -8% | -1% | 24% | 2%
Fc1ccc(-c2noc3ncnc(NCCc4ccc(Cl)cc4)c23)cc1 | 25% | -18% | -1% | -6% | -11% | -1% | -3%
O=C(NCCCc1ccccc1)c1ccc2c(c1)sc1nc(-c3ccc(F)cc3)cn12 | 2% | -18% | 0% | -8% | -4% | 19% | -5%
CCN1C(=O)c2ccccc2S(=O)c2ccc(C(=O)NCc3ccc(Cl)cc3)cc21 (stereo not drawn) | 5% | -12% | -2% | -7% | 0% | ? | -1%
Cc1ccc(-c2nc(C(=O)NCc3ccccc3Cl)c3n2CCCCC3)cc1 | 2% | -15% | 1% | 52%[activator] | -4% | 11% | 0%
COc1ccccc1CNc1ncnc2c1nnn2C | 0% | -1% | -3% | 24% | -1% | 18% | 0%
CCOc1ccc(NC(=O)c2ccc3c(c2)CCN3S(=O)(=O)CC)cc1 | 6% | 0% | -2% | 17% | -12% | 14% | -13%
Cc1ccc(-n2c(COCC(=O)O)nc3cccnc32)cc1 | -7% | 3% | 13% | -4% | -8% | 9% | -2%
Cc1noc(Cn2c(=O)c3ccccc3n(CC(=O)Nc3cccc(Cl)c3C)c2=O)n1 | -1% | -19% | 0% | 0% | -2% | ? | 4%
O=C(CSc1nc2c(c(=O)[nH]1)CN(Cc1ccc3c(c1)OCO3)CC2)Nc1cc(F)ccc1F | -8% | ? | -2% | -6% | 4% | 6% | 0%
Cc1ccc2oc(-c3cc(NC(=O)c4cccs4)cc(C)c3O)nc2c1 | -6%[9.22 µM] | -19% | 1% | 4% | 9% | 13% | 5%
COC(=O)c1ccc(NC(=O)C(=O)NCCc2csc3nc(-c4ccccc4F)nn23)cc1 | -2% | -8% | -1% | -10% | 1% | -4% | -2%
Fc1ccc(Nc2c(-c3ccco3)nc3ccccn23)cc1 | 16% | -13% | 0% | ? | -4% | -19% | 1%
O=C(CC1N=C2c3ccccc3N=C(SCc3ccccc3F)N2C1=O)NCCc1ccccc1 (stereo not drawn) | 15% | ? | -2% | -17% | -3% | -4% | -2%
CCc1ccc(OCC(=O)N(Cc2ccco2)Cc2ccco2)cc1 | -14% | -6% | -1% | -29% | 1% | -5% | 2%
CCn1cc(S(=O)(=O)c2ccccc2)c(=O)c2cc(F)c(N3CCN(c4ccccc4)CC3)cc21 | 3% | -16% | -1% | 8% | -8% | -5% | 3%
Cc1cccc(N2C(=O)CSC23C(=O)N(Cc2cccc(C(F)(F)F)c2)c2ccccc23)c1 (stereo not drawn) | 21% | -23% | 0% | 43%[activator] | -5% | 2% | -3%
Cc1ccc(OCc2nc(-c3ccc(C(=O)NCCc4ccc(Cl)cc4)cc3)oc2C)cc1 | -6% | -3% | 1% | -16% | -8% | 9% | 1%
Cc1ccc(-c2noc(CN(C3CCCCC3)S(=O)(=O)c3ccc(C)cc3)n2)cc1 | -2% | -15% | 0% | 24% | -1% | -1% | -9%
Cc1ccc(-n2nc3c(=O)n(CCCC(=O)NCc4ccccc4F)nc(C)c3c2C)cc1 | 11% | -16% | -1% | -8% | -2% | -14% | 0%
CCc1ccc(NC(=O)C2CCCN2S(=O)(=O)c2cccc3nsnc23)cc1 (stereo not drawn) | -8% | -29% | 0% | -22% | 2% | 7% | 8%
COc1ccc(-n2c(C)nnc2SCc2nc(-c3ccc(OC)c(OC)c3)no2)cc1 | -8% | -25% | 0% | -7% | -5% | -3% | -1%

Only part of the results is shown; rates above refer to the full screens.
